Screens as filed in PubChem BioAssay.
SENP7 inh: SENP7 protease inhibitors, primary screen, biochemical, luminescence, uHTS | Sentrin-specific protease 7 (Homo sapiens), Q9BQF6 | recombinant SENP7, Z-RLRGG-aminoluciferin luminescence, 40 min | inhibition, % at 5 µM | hit rate 1.5% among 330,000 | AID 434973, 2010;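 active = inhibition above about 50% at the single test dose, limit read from the data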;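 note: plate controls were DMSO with enzyme for no effect and no enzyme buffer wells for full effect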
Target sequence (Q9BQF6 706-1050 limits assumed): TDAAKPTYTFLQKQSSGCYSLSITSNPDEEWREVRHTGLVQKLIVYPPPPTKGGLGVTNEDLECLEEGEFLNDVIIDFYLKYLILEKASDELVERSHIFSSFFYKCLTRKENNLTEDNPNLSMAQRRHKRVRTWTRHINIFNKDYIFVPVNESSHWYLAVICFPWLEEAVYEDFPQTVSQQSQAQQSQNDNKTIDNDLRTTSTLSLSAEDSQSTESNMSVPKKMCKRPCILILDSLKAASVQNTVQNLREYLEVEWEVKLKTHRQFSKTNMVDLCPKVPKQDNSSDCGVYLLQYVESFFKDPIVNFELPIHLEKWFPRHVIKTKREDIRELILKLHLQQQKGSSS
MPTP block: mitochondrial permeability transition pore inhibitors, primary screen, biochemical, isolated mouse mitochondria, absorbance. Ca2+ swelling absorbance, 30 min. inhibition, % at 10 µM. hit rate 1.4% among 360,000. AID 602449, 2012;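 active = inhibition of 50% or more, scaled per plate between neutral and stimulator controls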;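 note: 0% = DMSO wells given calcium and 100% = 1 mM EGTA wells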
ATG4B inh: ATG4B protease inhibitors, primary screen, biochemical, fluorescence, uHTS | Cysteine protease ATG4B (Homo sapiens), Q9Y4P1 | ATG4B cleavage of LC3-PLA2, NBD-HPC fluorescence, 1 h | inhibition, % at 8.33 µM | hit rate 0.51% among 340,000; in the data active = inhibition above about 40%
Target sequence (Q9Y4P1 whole entry, looked up): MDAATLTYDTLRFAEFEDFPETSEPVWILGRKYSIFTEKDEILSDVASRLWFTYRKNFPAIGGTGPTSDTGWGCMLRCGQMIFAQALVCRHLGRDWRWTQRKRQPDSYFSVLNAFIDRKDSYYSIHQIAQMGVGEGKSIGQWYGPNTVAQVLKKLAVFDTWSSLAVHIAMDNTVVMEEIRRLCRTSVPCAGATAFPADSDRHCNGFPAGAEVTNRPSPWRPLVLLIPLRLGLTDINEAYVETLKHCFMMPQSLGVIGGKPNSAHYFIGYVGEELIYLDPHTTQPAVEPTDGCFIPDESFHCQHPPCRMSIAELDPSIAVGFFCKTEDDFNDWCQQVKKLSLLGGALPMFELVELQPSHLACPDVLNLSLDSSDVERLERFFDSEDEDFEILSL
HKDC1 inh: HKDC1 hexokinase inhibitors, primary screen, biochemical, fluorescence, uHTS; Q2TB90; recombinant HKDC1, G6PDH/diaphorase resazurin coupled fluorescence; inhibition, % at 20 µM; hit rate 0.16% among 340,000; AID 493160, 2011;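 active = inhibition above about 35% when tested at 20 µM, limit read from the data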;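 note: plate controls were DMSO wells with enzyme for no effect and DMSO wells lacking enzyme for full effect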
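Incubation: 90 min at room temperature in dark / Material: recombinant HKDC1 (HK5) hexokinase enzyme, produced in-house / Quantity: enzyme 5 µg/mL final / Compound: one dose of 20 µM, 1% DMSO / Reagent: glucose and ATP substrates / Buffer or medium: Tris pH 8.0 buffer with MgCl2, Tween-20, BSA, BME / Technique: resorufin fluorescence at 613 nm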
SENP6 inh: SENP6 protease inhibitors, primary screen, biochemical, luminescence, uHTS; Recombinant SENP6 catalytic domain, aminoluciferin luminescence; Sentrin-specific protease 6 (Homo sapiens), Q9GZR1; hit rate 1.8% among 330,000; inhibition, % at 10 µM;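 active = inhibition above about 50% at the single tested dose, limit read from the data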;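 note: plate controls were DMSO wells with enzyme for no effect and DMSO wells lacking enzyme for full effect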
SENP8 block: human SENP8 protease inhibitors, primary screen, biochemical, fluorescence, Nedd8 protein substrate, uHTS; Sentrin-specific protease 8 (Homo sapiens), Q96LD8; hit rate 0.64% among 360,000; recombinant SENP8; inhibition, % at 20 µM; in the data active = inhibition mostly above about 40%, no sharp cut-off; inactive = mostly below about 27%
Target sequence (Q96LD8 whole entry, looked up): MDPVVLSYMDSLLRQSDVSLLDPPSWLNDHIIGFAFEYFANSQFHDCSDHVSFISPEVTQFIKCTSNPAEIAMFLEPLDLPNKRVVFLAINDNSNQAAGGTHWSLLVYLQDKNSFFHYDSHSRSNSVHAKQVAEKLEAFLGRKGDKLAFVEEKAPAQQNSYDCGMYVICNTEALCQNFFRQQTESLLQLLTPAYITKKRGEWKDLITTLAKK
PfGluPho inh: PfG6PD enzyme inhibitors, primary screen, biochemical, fluorescence intensity, uHTS. PfGluPho enzyme, NADPH resazurin-diaphorase fluorescence. inhibition, % at 20 µM. glucose-6-phosphate dehydrogenase-6-phosphogluconolactonase (Plasmodium falciparum 3D7). hit rate 0.78% among 350,000. AID 504690, 2011;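 active = inhibition reaching at least a set limit at 20 µM in the primary screen, cut at about 59% in these data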;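 note: 0% = DMSO wells with substrate and 100% = DMSO wells lacking glucose-6-phosphate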
NR3A LBD binder: binders of NR3A ligand-binding domain, primary screen, biophysical, differential scanning fluorimetry, uHTS | Glutamate receptor ionotropic, NMDA 3A (GRIN3A) ligand-binding domain | NR3A LBD differential scanning fluorimetry, Tm shift; 0% = protein alone, 100% = glycine-bound protein | Tm shift relative to glycine control, % at 25 µM | hit rate 2.5% among 340,000;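 active = melting temperature shift of at least 10% of the positive control shift, at one fixed dose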
Active calls of the source: *; . = no result given.

The first ten entries, to show the layout:
compound	SENP7 inh	MPTP block	ATG4B inh	HKDC1 inh	SENP6 inh	SENP8 block	PfGluPho inh	NR3A LBD binder
CCOc1ccc(S(=O)(=O)N2CCN(CC(O)COc3cccc([N+](=O)[O-])c3)CC2)cc1 (configuration not stated)	-9	1.1	-1	-3	-6	9	36	-1
O=S1(=O)CCN2C(Cc3ccc(SC(F)F)cc3)=CSC2=N1	5	0.0	8	-9	-3	17	-4	1
O=C(NCCCN1CCCC1=O)c1cc(-c2ccc3c(c2)OCO3)nc2ccccc12	10	-0.4	0	-2	-8	-416	0	1
N#Cc1cn(CCOc2ccc(F)cc2)c2ccccc12	3	-2.9	2	2	-7	22	84*	-4
CN(C)c1nc(NNC(=O)c2ccccc2)nc(N(C)C)n1	.	0.0	8	-3	.	18	6	0
Cc1cc(C(=O)N/N=C/c2c[nH]c3ccccc23)c(C)o1	2	-0.2	-2	-5	15	-8	14	8
CCOC(=O)c1ccccc1NC(=S)N1CCN(C(=O)c2ccco2)CC1	-1	0.7	-8	-3	4	-28	-1	-2
CCN(CC(=O)Nc1c(F)cccc1F)C(=O)c1ccc(-c2ccccc2)cc1	4	-0.2	4	-2	1	-1	-3	1
Cc1cccc(Nc2nc(C)cc(C)c2C#N)c1	1	0.5	-4	-4	-11	-236	4	0
S=C(NCc1ccco1)N/N=C/c1ccc(Cl)cc1	.	3.2	-6	-3	.	17	17	-5

Results, repeating the preview:
compound	SENP7 inh	MPTP block	ATG4B inh	HKDC1 inh	SENP6 inh	SENP8 block	PfGluPho inh	NR3A LBD binder
CCOc1ccc(S(=O)(=O)N2CCN(CC(O)COc3cccc([N+](=O)[O-])c3)CC2)cc1 (configuration not stated)	-9	1.1	-1	-3	-6	9	36	-1
O=S1(=O)CCN2C(Cc3ccc(SC(F)F)cc3)=CSC2=N1	5	0.0	8	-9	-3	17	-4	1
O=C(NCCCN1CCCC1=O)c1cc(-c2ccc3c(c2)OCO3)nc2ccccc12	10	-0.4	0	-2	-8	-416	0	1
N#Cc1cn(CCOc2ccc(F)cc2)c2ccccc12	3	-2.9	2	2	-7	22	84*	-4
CN(C)c1nc(NNC(=O)c2ccccc2)nc(N(C)C)n1	.	0.0	8	-3	.	18	6	0
Cc1cc(C(=O)N/N=C/c2c[nH]c3ccccc23)c(C)o1	2	-0.2	-2	-5	15	-8	14	8
CCOC(=O)c1ccccc1NC(=S)N1CCN(C(=O)c2ccco2)CC1	-1	0.7	-8	-3	4	-28	-1	-2
CCN(CC(=O)Nc1c(F)cccc1F)C(=O)c1ccc(-c2ccccc2)cc1	4	-0.2	4	-2	1	-1	-3	1
Cc1cccc(Nc2nc(C)cc(C)c2C#N)c1	1	0.5	-4	-4	-11	-236	4	0
S=C(NCc1ccco1)N/N=C/c1ccc(Cl)cc1	.	3.2	-6	-3	.	17	17	-5
O=C1NC2(CCCCCC2)Oc2ccccc21	9	0.8	0	2	7	9	-5	0
CC(C)N(Cc1nc(-c2ccccc2)no1)C(=O)CN(C)S(=O)(=O)c1ccccc1	4	-1.9	1	2	16	10	12	0
O=C(COC(=O)C1CC(=O)N(Cc2ccccc2)C1)Nc1cccc([N+](=O)[O-])c1 (configuration not stated)	-12	-0.7	-3	-3	0	13	-4	-1
COc1cc(OC)cc(-c2cc3nc4c(c(N5CCN(c6ncccn6)CC5)n3n2)CCCC4)c1	-9	1.0	-7	16	3	-286	6	-1
Cc1ccc(S(=O)(=O)C2(C(=O)N3CCN(c4cc(C)ccc4C)CC3)CC2)cc1	-7	1.6	1	-6	6	30	15	0
Nc1c(N(Cc2ccco2)C(=O)c2ccccc2F)c(=O)[nH]c(=O)n1Cc1ccccc1	-17	-2.6	-3	-4	-16	-8	12	0
CCCC[C@@H]1CN=C(N)N1CCc1cc(C(F)(F)F)cc(C(F)(F)F)c1	1	88*	3	2	-12	8	-20	3
COC(=O)C1=C(Nc2cc(Cl)cc(Cl)c2)CSC1	-12	1.9	-1	-2	0	12	3	0
N#Cc1ccccc1NCC(=O)N1CCN(S(=O)(=O)c2ccccc2)CC1	-2	1.0	-2	-2	-12	-477	5	-1
Cc1ccccc1Nc1nnc(SCC(=O)Nc2ncc(C(F)(F)F)cc2Cl)s1	6	-5.0	-7	7	10	13	-10	0
O=C(O)/C=C/c1ccc([N+](=O)[O-])o1	0	0.9	-8	17	10	7	-4	-1
NNc1nnc(-c2ccccc2)c(-c2ccccc2)n1	7	0.2	1	0	-1	14	1	-3
Cc1cc(C)nc(/N=C2/NC(=O)CS2)n1	6	1.2	-3	-16	3	8	14	0
CN(CC(=O)Nc1ccc(F)cc1)C(=O)CSc1nc2ncc(Cl)cc2[nH]1	3	-1.6	-2	-2	10	10	-12	-1
CCOC(=O)C(=NCCOC)NNc1cc(Cl)ccc1Cl	7	3.6	1	1	-5	-7	12	-1

The list goes on.
The line under a structure holds: SENP7 inh	MPTP block	ATG4B inh	HKDC1 inh	SENP6 inh	SENP8 block	PfGluPho inh	NR3A LBD binder
- Cc1cccc(NCc2nc(SCC(=O)Nc3ccccc3)n[nH]2)c1
→ 16	1.0	-1	-4	1	-5	-14	1
- OCCN=C(c1ccccc1)C12CN3CN(CN(C3)C1)C2
→ -6	0.6	1	-6	-26	11	-5	0
- COc1cc(Cl)c(C)cc1NC(=O)CN1C(=O)C2CCCCC2C1=O (configuration not stated)
→ 0	-0.6	-12	-3	-8	4	15	5
- COc1ccc(CN2CC(=O)N(c3ccc(C)c(C)c3)C2=S)cc1OC
→ -8	0.3	-5	-6	-15	10	1	3
- CCOC(=O)N1CCN(CC(=O)c2c(C)[nH]c3ccccc23)CC1
→ -2	1.1	4	-2	9	12	-16	1
- CNC(=O)c1cccc2nc3ccccc3nc12
→ -1	1.8	-1	6	-13	12	0	0
- CC(=O)NNc1nc(-c2ccccc2)cs1
→ -5	-0.5	7	-5	4	-82	46	-4
- CCOC(=O)N1CCN(C(=O)COC(=O)COc2c(C)cc(C)cc2C)CC1
→ -11	0.7	6	-4	-14	7	-15	-1
- CCO[C@H]1OC(C(=O)N2CCOCC2)=C[C@@H](c2coc3ccccc3c2=O)[C@@H]1CCCO
→ 6	0.3	0	-4	-4	13	-3	-1
- CCC(C)NC(=O)c1ccccc1NC(=O)c1ccc(CSc2ccc(C)cc2)cc1 (configuration not stated)
→ 5	0.7	12	-6	1	13	12	3
- CC(C)Cc1cc(C(=O)Nc2ccc(Br)cc2)no1
→ -4	3.0	-1	2	3	26	7	0
- CCc1nnc2c(NCCc3ccc(OC)c(OC)c3)nc3ccccc3n12
→ 6	1.4	2	-3	-12	-5	8	-2
- CC(c1ccccc1)n1cc(C(=O)NCc2ccccn2)nn1 (configuration not stated)
→ 5	1.6	-7	-5	-6	13	-17	-1
- CN(C)CCNc1ncnc2c1cnn2-c1ccc(Cl)cc1
→ 3	78*	-3	-1	-7	-24	-11	4
- O=C(Nc1nc(-c2nc3ccccc3s2)cs1)c1ccc(S(=O)(=O)N2CCOCC2)cc1
→ 7	8.7	-24	-7	-12	-75	3	-3
- O=C(NC1CCCCC1)c1ccc(NS(=O)(=O)c2cccc3cccnc23)cc1
→ 4	-0.3	1	-1	-3	10	-20	-26
- CC(C)C[C@H](NC(=O)N1c2ccccc2NC(=O)[C@@H]1C(C)C)C(=O)N[C@@H](Cc1ccccc1)C(=O)O
→ 4	-1.1	-21	-3	2	16	7	0
- NC(=O)CSc1ccc(Br)cc1
→ 4	-1.5	8	-3	21	15	12	2
- COc1cccc2cc(C(=O)OC3CCN(C)CC3)c(=O)oc12
→ 2	-1.8	-3	-1	2	-4	-1	3
- CCOc1ccc(NC(=O)CN(C)C(=O)c2c(-c3ccccc3)noc2C)cc1OCC
→ 3	-0.5	-10	-6	-1	7	6	0
- CCC(Cc1ccccc1)NC(=O)C1CCC(CNc2c(N3CCCC3)c(=O)c2=O)CC1 (configuration not stated)
→ -1	-1.3	-11	-6	9	15	-2	-1
- NC(=O)CC(NC(=O)c1ccc(Br)cc1)c1ccc(N2CCN(c3ccc(F)cc3)CC2)c([N+](=O)[O-])c1 (configuration not stated)
→ -9	-1.0	7	-3	-22	22	3	-3
- O=C(COC(=O)Cc1ccc(Br)cc1)NCc1cccs1
→ -5	-0.7	-5	-4	4	2	0	0
- CC(Oc1ccc(Cl)cc1Cl)C(=O)Nc1cccnc1 (configuration not stated)
→ 3	0.8	6	2	-21	14	-16	-1
- C=C(C)COc1ccc(-c2ncnc(C(F)(F)F)c2-c2ccccc2)c(O)c1
→ 1	1.4	16	2	3	8	26	-3
- CCOC(=O)N1CCN(S(=O)(=O)c2ccc(C(=O)Nc3ccc(F)cc3F)cc2)CC1
→ .	0.0	-18	-10	.	17	-11	-3
- CC1=NS(=O)(=O)NC(C)(C)C1
→ .	-0.8	-3	-6	.	10	2	3
- Cc1ccc(NC(=O)CNC(=O)Cc2cccc3ccccc23)nc1
→ 12	-0.3	3	1	5	0	-5	-2
- CCC(C)[C@H](NC(=O)NCc1ccccc1)C(=O)O (some centres not stated)
→ -4	-0.3	-1	-7	18	15	6	0
- CNC(=S)N(CCO)Cc1cc2cc3c(cc2[nH]c1=O)OCCO3
→ 4	-0.5	6	0	-7	-298	36	-2

Record cards, as listed above. Order of screens: SENP7 inh | MPTP block | ATG4B inh | HKDC1 inh | SENP6 inh | SENP8 block | PfGluPho inh | NR3A LBD binder
CCC(Cc1ccccc1)NC(=O)C1CCC(CNc2c(N3CCCC3)c(=O)c2=O)CC1 (configuration not stated) reads -1 | -1.3 | -11 | -6 | 9 | 15 | -2 | -1
O=C(COC(=O)C1CC(=O)N(Cc2ccccc2)C1)Nc1cccc([N+](=O)[O-])c1 (configuration not stated) reads -12 | -0.7 | -3 | -3 | 0 | 13 | -4 | -1

Next part:
The line under a structure holds: SENP7 inh	MPTP block	ATG4B inh	HKDC1 inh	SENP6 inh	SENP8 block	PfGluPho inh	NR3A LBD binder
- Cc1ccc(S(=O)(=O)N2CCN(C(=O)Cn3nc(C)c([N+](=O)[O-])c3C)CC2)c(C)c1
→ 3	-0.3	3	1	3	6	13	-1
- COc1ccc(/C=C2\SC(=O)N(CC(=O)Nc3ccc(F)cc3)C2=O)cc1O
→ -15	0.3	-8	-4	4	-66	-5	2
- Cc1nn(-c2ccc(Cl)cc2)c2[nH]c(CCl)cc(=O)c12
→ 6	81*	4	7	2	-49	-17	-1
- COc1ccc(NC(=O)CCC(=O)OCC(=O)c2ccc(Oc3ccc([N+](=O)[O-])cc3)cc2)cc1
→ -7	1.3	-4	-12	-5	16	2	2
- Cc1ccc(C(=O)OCC(=O)Nc2sc3c(c2C#N)CCCC3)cc1NC(=O)c1ccco1
→ 5	2.2	0	6	16	-8	-26	-3
- O=[N+]([O-])c1ccc(-c2c[nH]c(=S)[nH]2)cc1
→ -2	3.7	9	-10	11	9	64*	3
- CCOc1ccccc1C(=O)Nc1nnc(SCC(=O)Nc2cc(C)on2)s1
→ 2	-0.2	-1	3	3	-114	-6	-2
